# MEKK3 PB1 HTS = modulators of MEKK3-MEK5 PB1 binding, primary screen, biochemical, wildtype MEKK3, multiplex bead flow cytometry, Alexa488-MEK5; actives 1.4% (n = 290,000); binding response (% of control), % at 10 µM; AID 1529, 2009; Mitogen-activated protein kinase kinase kinase 3 (Homo sapiens), Q99759; bead-based flow cytometry, Alexa488-MEK5 binding to MEKK3; actives lie on both sides; 0 = blocked by unlabeled MEK5, 100 = vehicle;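 active = binding response more than 3 SD above or below the average of its plate-row segment, actives on both sides; inconclusive = wells at one plate position flagged as instrument error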;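 also: Alexa488 bead fluorescence after subtracting the streptavidin-only scavenger bead signal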
# Target sequence (Q99759 whole entry, looked up): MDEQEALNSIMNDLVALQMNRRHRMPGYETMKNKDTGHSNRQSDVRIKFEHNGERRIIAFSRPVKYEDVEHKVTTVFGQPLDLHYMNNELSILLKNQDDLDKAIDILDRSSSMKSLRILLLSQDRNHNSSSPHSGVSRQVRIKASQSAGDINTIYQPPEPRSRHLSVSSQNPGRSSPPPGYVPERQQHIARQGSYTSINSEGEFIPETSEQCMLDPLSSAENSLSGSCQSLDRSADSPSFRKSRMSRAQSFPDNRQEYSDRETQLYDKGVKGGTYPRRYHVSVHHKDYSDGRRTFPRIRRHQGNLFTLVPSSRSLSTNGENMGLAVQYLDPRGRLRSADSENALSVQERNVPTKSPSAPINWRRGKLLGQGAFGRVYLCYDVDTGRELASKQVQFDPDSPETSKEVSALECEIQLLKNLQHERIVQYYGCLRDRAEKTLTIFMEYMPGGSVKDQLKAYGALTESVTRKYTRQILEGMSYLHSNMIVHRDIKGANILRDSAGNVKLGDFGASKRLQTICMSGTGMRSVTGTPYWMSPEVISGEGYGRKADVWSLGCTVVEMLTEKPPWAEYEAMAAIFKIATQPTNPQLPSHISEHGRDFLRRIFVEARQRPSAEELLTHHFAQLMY
# CRFR2-BP antag = antagonists of CRF-BP/CRF-R2 complex, primary screen, cell-based, HEK293, calcium dye fluorescence, uHTS; inhibition, % at 11.8 µM; actives 0.59% (n = 350,000); AID 588475, 2011; CRF-induced calcium fluorescence;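 active = inhibition of the ligand-induced calcium signal above about 50% at the single tested concentration, limit read from the data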
# SUMO HTRF inh = inhibitors of in vitro SUMOylation cascade, primary screen, biochemical, HTRF, uHTS | SUMO-conjugating enzyme UBC9 (Homo sapiens), P63279 | HTRF SUMOylation assay, SAE1/SAE2 + UBC9 | inhibition, % at 35 µM | actives 0.36% (n = 290,000); in the data active = inhibition above about 50%, passing the limit was not always enough; inconclusive = no clear call, values can overlap the other calls; also: strong numbers were not always called active
# Target sequence (P63279 whole entry, looked up): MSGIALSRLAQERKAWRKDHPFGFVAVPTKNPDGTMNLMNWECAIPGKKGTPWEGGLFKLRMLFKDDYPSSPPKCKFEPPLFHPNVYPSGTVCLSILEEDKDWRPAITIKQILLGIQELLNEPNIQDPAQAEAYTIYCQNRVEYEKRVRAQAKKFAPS
# MEKK2 mut-MEK5 = MEK5 binding signal on mutant MEKK2 PB1, primary screen, biochemical, multiplex bead flow cytometry, Alexa488-MEK5. actives 0.35% (n = 290,000). AID 1530, 2009. percent response, % at 10 µM. Alexa488-MEK5 binding to MEKK2 mutant; in the data active = percent response above about 24%, passing the limit was not always enough; also: inactives centre near 1; some results filed as inactive read as strong as hits
# CRFBP-R2 agonist = agonists of CRF-BP/CRF-R2 complex, primary screen, cell-based, HEK293, calcium dye fluorescence, uHTS; actives 0.46% (n = 350,000); calcium dye fluorescence (FLIPR); percent of saturating CRF peptide response; CRF-binding protein / CRF receptor 2 complex (human); activation, % at 13.2 µM;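 active = activation of at least 50%, plus an integration ratio under a set limit after plate pattern correction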;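 also: plate controls were neutral control wells without compound for no effect and CRF at EC100 for full effect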
# MEKK2 WT-MEK5 = modulators of MEK5 binding to wildtype MEKK2, primary screen, biochemical, multiplex bead flow cytometry, Alexa488-MEK5; Alexa488-MEK5 binding to MEKK2 WT; actives lie on both sides; binding response (% of control), % at 10 µM; actives 1.1% (n = 290,000); AID 1531, 2009; in the data active = binding response below about 67% or above about 130%; inconclusive = no clear call, values can overlap the other calls; inactive = in between
# GalR3 antagonist = GalR3 antagonists in HEK293 cells, primary screen, cell-based, fluorescence readout | HEK293 GalR3-CNG cAMP membrane potential fluorescence; galR3 body fused to GalR1 C-terminus | inhibition, % at 3 µM | actives 0.44% (n = 360,000) | AID 651719, 2012;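 active = inhibition above the screen-wide average plus 3 SD, cut at about 13% in these data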;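 also: forskolin and galanin both at EC90 stimulate the cells; cAMP rise reported by CNG channel membrane potential dye signal; 0% = forskolin plus galanin with DMSO and 100% = forskolin alone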
# Target sequence (O60755 1-299 limits assumed): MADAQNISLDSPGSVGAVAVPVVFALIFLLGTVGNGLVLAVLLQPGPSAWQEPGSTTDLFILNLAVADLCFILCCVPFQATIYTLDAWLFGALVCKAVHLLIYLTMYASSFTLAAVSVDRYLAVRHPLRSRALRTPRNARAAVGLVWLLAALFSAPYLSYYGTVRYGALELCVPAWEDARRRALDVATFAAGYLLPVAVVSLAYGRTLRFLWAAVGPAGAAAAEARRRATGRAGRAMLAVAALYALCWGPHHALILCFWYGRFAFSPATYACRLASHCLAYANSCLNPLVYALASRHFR
# HCV NS3 hel inh = inhibitors of HCV NS3 helicase, primary screen, biochemical, Cy5 molecular beacon fluorescence; AID 1800, 2009; Hepatitis C virus NS3 helicase; inhibition, % at 10.9 µM; NS3 helicase DNA unwinding; actives 0.56% (n = 290,000);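 active = inhibition above the mean of all tested compounds plus 3 SD, set per campaign, cut at about 35% in these data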;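 also: 0% = DMSO wells and 100% = thioflavine S control wells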
#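 System: NS3 helicase fragment of HCV / Schedule: 1 h at 25 °C / Control set: DMSO alone as 0% and 110 µM thioflavine S as 100% / Reagent: Cy5/quencher beacon DNA duplex and ATP to start / Technique: Cy5 fluorescence / Replication: singlicate / Evaluation: % inhibition of end-to-start signal ratio versus controls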
# FID counter = compounds displacing fluorescent DNA intercalator, primary screen, artefact control for HCV NS3 helicase inhibitor project, biochemical, FID fluorescence; DNA fluorescent intercalator displacement; inhibition, % at 7.9 µM; actives 0.17% (n = 290,000); in the data active = inhibition above about 37%;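 also: 0% = vehicle and 100% = reference compound; higher means more ethidium bromide displaced from hairpin DNA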
# The depositor's hits bear a star; ? = inconclusive; / = no result given; [ ] = another dose, or the depositor's remark.
SMILES,MEKK3 PB1 HTS,CRFR2-BP antag,SUMO HTRF inh,MEKK2 mut-MEK5,CRFBP-R2 agonist,MEKK2 WT-MEK5,GalR3 antagonist,HCV NS3 hel inh,FID counter
O=C(Nc1nc(-c2cccnc2)cs1)c1ccc(S(=O)(=O)N2CCOCC2)cc1,/,-8,13,/,9.2,/,5,2,1
COc1ccc(N(CC(=O)Nc2cccc(N(C)S(C)(=O)=O)c2)S(C)(=O)=O)cc1OC,101,11,2,4,-1.0,106,-4,6,-10
COc1ccccc1CNC(=S)NC1CCCCC1,105,6,-1,-2,-8.6,101,14*,-2,-7
[O-][n+]1c2c(nn1-c1ccccc1Cl)-c1nonc1CC2,99,9,-4,4,-1.6,99,-12,-12,-2
CCC(C)C(NS(=O)(=O)c1ccc(C)cc1)C(=O)N1CCOCCOCCOCC1 (stereo unspecified),101,2,-1,4,-0.9,96,-4,-1,-24
O=C(O)CC(NC(=O)C12CC3CC(CC(C3)C1)C2)c1ccc(F)cc1 (stereo unspecified),105,2,2,0,0.7,104,-9,-1,-15
COc1ccc(CCCC(=O)NC(C)c2ccccc2)cc1 (stereo unspecified),105,3,3,2,-6.9,104,-2,5,-10
CC(=O)Oc1c(S(=O)(=O)c2ccc(C)cc2)c(C)nn1-c1ccccc1,111,5,15,6,0.0,113,-3,7,-7
CSc1ccccc1NC(=S)Nc1cc(C)cc(C)c1,104,-1,9,6,-0.5,105,-7,8,2
Cc1cccc(N=Nc2c(O)[nH]c3ccc(F)cc23)c1,103,-19,-6,6,6.3,98,-3,-3,2
Cc1ccccc1OCc1nnc(SCC(=O)N2CCc3ccccc32)n1C,2.0*[inhibitor],-10,22,-3,-1.9,2.0*[inhibitor],-7,-1,-2
CC(=O)OC(C(=O)NCc1ccc2c(c1)OCO2)c1ccccc1Cl (stereo unspecified),110,-4,-6,4,1.3,108,-2,-1,-10
Cc1ccc(C)c(S(=O)(=O)N2CCN(CC(=O)Nc3ccc4c(c3)OCCO4)CC2)c1,100,-8,6,1,1.3,102,-4,-5,-26
CC(C)NC(=O)CC(=O)NN=C1CCCCC1,103,-3,-2,5,0.6,107,-2,2,-3
CCOC(=O)C1CCCN(CCc2ccccc2)C1 (stereo unspecified),108,7,13,5,0.2,106,-4,-2,2
CN[C@H](CC(=O)O)C(=O)O,105,-10,/,4,0.7,108,4,/,/
O=C(CSc1nnc(NC(=O)C2CC2)s1)Nc1ccccc1Cl,100,-11,10,-1,-0.1,98,-4,3,-8
O=C(COC(=O)c1cccc(-n2cnnn2)c1)Nc1c(Cl)cccc1C(F)(F)F,100,1,3,3,1.9,103,-2,-4,-8
COc1ccc(C(=O)C[N+]2(C)CCOCC2)cc1,102,8,11,-3,2.5,96,5,-3,0
CCc1ccc(C(C(=O)NC2CCCC2)N(CCOC)C(=O)CCC(=O)Nc2cc(C)on2)cc1 (stereo unspecified),103,-1,-5,-1,1.1,100,-3,-2,-45
Cc1ccc(C)c(NC(=S)N2CCC(NC(=O)C3CCCCC3)CC2)c1,99,-24,13,1,-2.0,101,-9,8,-18
CC(=O)c1cccc(NC(=O)CCN2C(=O)C3C4CCC(C4)C3C2=O)c1 (stereo unspecified),99,16,4,1,-1.7,101,-5,5,-8
O=C(O)C1CCN(c2ccc(S(=O)(=O)N3CCOCC3)cc2[N+](=O)[O-])CC1,102,1,5,1,-1.0,102,0,-9,-3
N=c1c(C(=O)NCCc2ccccc2)cc2c(=O)n3ccccc3nc2n1CC1CCCO1 (stereo unspecified),94,-7,12,-7,0.5,97,-9,-7,13
COCc1ccc(C(=O)NC2CCSc3ccccc32)cc1 (stereo unspecified),103,-3,-3,2,0.9,99,-8,-4,-23
COc1ccc(NC(=O)CSc2nnc(C3CCCCC3)n2N)cc1,101,0,1,-1,-1.1,100,2,-14,-8
O=C(Nc1ccc2ccccc2c1)c1cccnc1,102,17,-1,2,-0.2,105,-2,-4,-2
Cc1ccc2c3c1C1(C(=O)N3C(C)(C)CC2C)C(C#N)=C(N)Oc2cc(O)ccc21 (stereo unspecified),99,7,4,0,0.4,93,0,-9,-35
CCOC(=O)C1CCN(S(=O)(=O)c2ccc(NC(=O)c3ccco3)cc2)CC1,103,2,1,3,-0.9,103,-2,-4,-13
O=C(CC(=O)N/N=C\c1ccc(F)cc1)NCCc1ccccc1,97,9,8,-8,-1.0,93,-4,1,-10
CC(C)Oc1ccc(C(=O)Nc2cc(=O)n(C)c(=O)n2C)cc1,117,1,10,13,-1.3,118,4,-3,-6
O=C(CCS(=O)(=O)c1ccc(Br)cc1)NCc1ccc(F)cc1,100,-2,8,-6,-1.5,103,-1,6,-6
NNc1nc(-c2ccccc2)cc(-c2ccc(Br)cc2)n1,99,6,2,7,0.4,108,-5,-13,-17
CCCc1nc(NCc2ccccn2)c2nnn(Cc3ccccc3F)c2n1,/,-7,-20,/,-0.5,/,2,10,-16
CC(=O)N1CC(c2ccccc2)C(c2ccc(Cl)cc2)=N1 (stereo unspecified),108,-55,3,30,0.2,116,0,3,-21
CCCOc1ccc(CSC(CC(=O)O)C(=O)O)cc1 (stereo unspecified),96,11,4,0,-2.3,99,2,0,9
COC(=O)C(Cc1cnc[nH]1)NC(=O)C1CCC(=O)N1 (stereo unspecified),100,-12,30,2,-0.9,104,-4,19,1
COc1ccc(C(=O)N2CCN(c3ccc(NC(=O)c4cccs4)cc3)CC2)cc1,101,3,6,1,-1.5,101,1,-8,-36
Nc1ccc2nc(C3CCCCC3)[nH]c2c1,102,25,-9,-6,-0.5,96,0,-15,2
O=c1c2ccccc2oc2cc(NCCCn3ccnc3)ccc12,102,1,?,-2,-0.3,102,-7,-4,1

# Another view of 3 compounds above:
# Under each structure – MEKK3 PB1 HTS | CRFR2-BP antag | SUMO HTRF inh | MEKK2 mut-MEK5 | CRFBP-R2 agonist | MEKK2 WT-MEK5 | GalR3 antagonist | HCV NS3 hel inh | FID counter
> O=C(CC(=O)N/N=C\c1ccc(F)cc1)NCCc1ccccc1
  97 | 9 | 8 | -8 | -1.0 | 93 | -4 | 1 | -10
> CC(=O)c1cccc(NC(=O)CCN2C(=O)C3C4CCC(C4)C3C2=O)c1 (stereo unspecified)
  99 | 16 | 4 | 1 | -1.7 | 101 | -5 | 5 | -8
> Cc1ccc2c3c1C1(C(=O)N3C(C)(C)CC2C)C(C#N)=C(N)Oc2cc(O)ccc21 (stereo unspecified)
  99 | 7 | 4 | 0 | 0.4 | 93 | 0 | -9 | -35

# (more compounds)
SMILES,MEKK3 PB1 HTS,CRFR2-BP antag,SUMO HTRF inh,MEKK2 mut-MEK5,CRFBP-R2 agonist,MEKK2 WT-MEK5,GalR3 antagonist,HCV NS3 hel inh,FID counter
CC(=O)NC(Cc1ccccc1)C(=O)NC1CCN(C(=O)NC2CCCCC2)CC1 (stereo unspecified),97,8,-16,3,-0.1,101,-5,2,-11
Nc1ccc(C#Cc2ccc3sc4ccccc4c(=O)c3c2)cc1,101,7,/,3,-1.4,106,2,/,/
O=C(CSc1nnc(CCCO)n1-c1ccccc1)Nc1nccs1,96,-26,-8,0,-2.6,96,-8,3,-2
CC(=O)Nc1ccc(CN2CCN(c3cccc(C(F)(F)F)c3)CC2)cc1,98,-4,1,-1,-1.9,97,-4,-17,1
CC1(C)CC(=O)C=C(c2cccs2)C1,100,5,/,4,-1.6,100,-3,/,/
CC1CCc2c(nc3ncnn3c2Nc2ccc(OC(F)(F)F)cc2)C1 (stereo unspecified),104,-9,-20,5,-4.8,109,-4,0,-8
COc1ccc(F)cc1C(=O)C1CCCN(C(=O)CSc2ccccn2)C1 (stereo unspecified),102,-5,14,2,-1.8,105,-5,-2,-17
O=S(=O)(NCc1ccncc1)c1ccccc1,99,10,-6,-2,0.8,101,0,3,-3
Nn1c(SCC(=O)Nc2nccs2)nncc1=O,101,30,2,0,-7.0,95,4,9,2
COC(C[C@H]1O[C@H]1[C@@H](O)[C@@H](C)OCc1ccccc1)OC,94,-1,12,4,-0.7,95,-3,/,/
Cc1ccc(C2(C)NC(=O)N(CC(=O)NC(=O)NC(C)(C)C)C2=O)cc1 (stereo unspecified),101,7,12,1,2.4,100,-9,4,-38
Cc1ccc(S(=O)(=O)N(CC(=O)NCCSCc2ccco2)c2ccc(F)cc2)cc1,88,/,10,-16,/,87,/,-7,-11
CN1CCN(c2ccccc2NS(=O)(=O)c2ccc3c(c2)CCN3C(=O)C2CCC2)CC1,110,-16,/,11,-1.2,127,/,-90,24
COc1ccc(Cc2nc(-c3ccccn3)no2)cc1,108,12,11,3,-1.2,112,0,0,-2
Cc1ccc(/C=C/C(=O)Nc2cc(=O)n(C)c(=O)n2C)o1,102,10,2,-1,0.0,107,-5,21,-12
Cc1c(C)n(CCN(C)C)c2ccc(C(=O)OCCN(C)C)cc12,103,10,15,8,-2.0,110,-2,16,62*
CC(=O)N1c2ccc(S(=O)(=O)N3CCCCC3)cc2CC1C(=O)Nc1ccc(C)cc1 (stereo unspecified),105,2,-2,9,-0.3,103,-8,-11,-28
O=C(c1cnn2ccccc12)N1CCc2ccccc21,89,-15,1,-5,-0.1,95,1,11,-4
O=C(CN1C(=O)c2ccccc2C1=O)N1CCN(c2ccccc2)CC1,83,-2,7,-11,0.1,88,2,0,-3
CC(C)c1ccc(NC2CCCN(C(=O)CCN3CCCO3)C2)cc1 (stereo unspecified),103,-11,4,2,0.3,107,1,-4,-24
Cc1cccc(Nc2nc(-c3c(C)nc4ccccn34)cs2)c1,108,-2,-24,5,1.8,110,-4,-23,1
Cc1nc(NC(=O)C2CC2)sc1C(=O)N1CCCCC1,99,-1,26,-1,-1.6,98,-5,-5,-13
CC(C)NC(=O)c1sc2c(c1C(=O)Nc1cccnc1)CCCC2,97,-24,4,0,-3.7,102,-6,-3,-32
CCOC(=O)c1ccccc1N/C=C/C(=O)c1ccccc1,100,3,/,3,0.6,99,-5,-5,-45
CCCCN=C(C)c1c(O)c2ccccc2oc1=O,100,3,20,4,-0.8,100,0,0,1
O=C(c1cn2ccccc2n1)N1CCCC(Nc2ccc(F)c(F)c2)C1 (stereo unspecified),99,-11,17,10,0.4,104,3,-6,-12
COc1ccc2c(c1)CCc1cc(C(=O)N3CCN(c4ccc(N5CCOCC5)nn4)CC3)sc1-2,/,8,7,/,-1.0,/,/,-9,-21
CCCCNC(=O)CN(c1cc(C(F)(F)F)ccc1Cl)S(C)(=O)=O,109,3,21,0,0.2,104,1,6,-7
CCOC(=O)c1ccc(NC(=S)N(CCCN(CC)CC)Cc2ccco2)cc1,103,-6,-6,-1,-0.3,103,-11,11,7
CN(CCc1ccccc1)Cc1nc(-c2cnccn2)no1,/,-6,3,/,-1.8,/,1,11,-5
O=Cc1ccnc(-c2ccc(OC(=O)c3ccco3)cc2)n1,104,17,11,-3,2.5,95,0,14,3

# An excerpt (hit frequency here may not be typical).
